# Assay outcomes (PubChem BioAssay)
# BAZ2B inh – qHTS Assay for Inhibitors of BAZ2B | AID 504333, 2011 | AlphaScreen BAZ2B-H3K14Ac peptide displacement | Potency, µM (highest dose often 114 µM), for inactives: at the highest dose activity change, negative = inhibition, most hits filed as inhibitors | 360,000 tested, 4.4% active; note: % is set by controls: 0 for no effect and ±100 for the full control effect; nearly all actives have a fitted effect of over 60% in size
#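 AlphaScreen displacement of biotin-H3(5-23)K14Ac peptide (50 nM final) from BAZ2B (50 nM final) in PBS pH 7.4, 0.01% Tween-20; complex preformed 30 min RT, then compounds (top 110 uM) 30 min RT, beads 20 min dark.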
# Pol beta inh – qHTS Assay for Inhibitors of DNA Polymerase Beta | AID 485314, 2010 | P06746 | 340,000 tested, 1.3% active | Pol beta primer extension/strand displacement, fluorescence kinetic | Potency, µM (doses to about 114 µM), for inactives: at the top dose activity change, negative = inhibition, usual class: inhibitors; note: % is set by controls: 0 for no effect and ±100 for the full control effect
#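 Preincubation: enzyme (10 nM) with compound, 15 min, RT. Reaction: substrate added to 50 nM final. Reads: 0 and 10 min. Analysis: normalized, Hill fit.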
# Pol eta inh – qHTS for Inhibitors of Polymerase Eta. DNA polymerase eta (Homo sapiens), Q9Y253. recombinant Pol eta, fluorescent DNA replication assay. Potency, µM (doses to about 114 µM), for the others: at the highest dose activity change, negative = inhibition, actives largely listed as inhibitors. 390,000 tested, 1.2% active. AID 588591, 2011; note: % is set by controls: 0 for no effect and ±100 for the full control effect
#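 Fluorescent replication assay: 50 nM final substrate added after a 15 min room-temperature compound preincubation with 10 nM enzyme. Signal taken at 0 min and again at 10 min.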
# G9a inh – qHTS Assay for Inhibitors of Histone Lysine Methyltransferase G9a | Potency, µM (series often up to 102 µM), without a hit: top-dose activity, negative = inhibition, most hits filed as inhibitors | 350,000 tested, 8.8% active | G9a H3K9 monomethylation, AlphaScreen, 2 h | Histone-lysine N-methyltransferase EHMT2 (Homo sapiens), Q96KQ7; note: % is set by controls: 0 for no effect and ±100 for the full control effect; nearly all actives have a fitted effect of over 75% in size
#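 G9a (20 nM) was preincubated 15 min with compound, then reacted 2 h at room temperature with 500 nM biotin-H3K9 peptide and 20 µM SAM. Monomethyl-H3K9 detected by AlphaScreen using anti-H3K9me1 antibody.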
# Pol iota inh – qHTS for Inhibitors of Polymerase Iota | AID 588590, 2011 | Potency, µM (doses to about 115 µM), for inactives: top-dose activity, negative = inhibition, usual class: inhibitors | DNA polymerase iota (Homo sapiens), Q9UNA4 | 390,000 tested, 1% active | Pol iota fluorescent replication assay, 10 min
#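 Pol iota at 10 nM preincubated 15 min with compounds at room temperature; reaction started with fluorescent substrate, 50 nM final. Fluorescence read kinetically at 0 and 10 min; buffer-only wells as negative control.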
# POLK inh – qHTS for Inhibitors of Polymerase Kappa | DNA polymerase kappa (Homo sapiens), Q9UBT6 | purified Pol kappa, fluorescent DNA synthesis assay, 10 min | Potency, µM (titrated, usually from 107 µM), for the others: at the top dose activity, negative = inhibition, actives largely listed as inhibitors | 400,000 tested, 0.53% active; note: % is set by controls: 0 for no effect and ±100 for the full control effect
#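 Readout: fluorescence, taken kinetically at 0 and 10 min. Conditions: 10 nM Pol kappa, 15 min RT compound preincubation, 50 nM substrate final. Controls: enzyme-free buffer wells.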
# BLM helicase inh – qHTS Assay for Inhibitors of Bloom's syndrome helicase (BLM). RecQ-like DNA helicase BLM (Homo sapiens), P54132. recombinant BLM DNA unwinding, fluorescence dequenching. Potency, µM (series often up to 56.1 µM), for the others: at the highest dose activity change, negative = inhibition, hits mostly inhibitors. 350,000 tested, 0.2% active;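 note: plate controls were vehicle for no effect and no enzyme for full effect; nearly all actives have a fitted effect of over 35% in size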
# Anesthetic bind – qHTS Assay for Identification of Novel General Anesthetics. AID 485281, 2010. Potency, µM (doses to about 77.5 µM), inactives show at the highest dose activity change, negative = displacement, actives largely listed as inhibitors. Ferritin light chain (Equus caballus), P02791. apoferritin/1-aminoanthracene competitive binding, fluorescence. 350,000 tested, 0.074% active; note: % is set by controls: 0 for no effect and ±100 for the full control effect; nearly all actives have a fitted effect of over 20% in size
#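 Steps: apoferritin (10 uM) was premixed with half-saturated 1-AMA in PBS, compounds were pin-transferred, plates stood 10 min at room temperature, fluorescence was read at 380/535 nm, and curves were fitted with a Hill equation.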
# APEX1 inh – qHTS Assay for Inhibitors of the Human Apurinic/apyrimidinic Endonuclease 1 (APE1); DNA repair nuclease/redox regulator APEX1 (Homo sapiens), P27695; recombinant APE1, TAMRA/BHQ-2 abasic DNA cleavage fluorescence; Potency, µM (titrated, usually from 65.8 µM), for the others: at the highest dose activity change, negative = inhibition, actives largely listed as inhibitors; 350,000 tested, 0.35% active;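 note: plate controls were vehicle for no effect and reference inhibitor for full effect; nearly all actives have a fitted effect of over 55% in size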
#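 Incision of a quenched TAMRA/BHQ-2 THF abasic-site duplex (50 nM) by 0.75 nM APE1, after 15 min compound preincubation, measured as fluorescence increase over three 60 s reads. Values normalized to buffer, DMSO and NSC13755 control wells.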
# * marks the source's active call; other numbers are inactive results; ? = inconclusive; · = no result given; & = joins results of further samples; [ ] = remark or other dose. Calls come from the whole dose curve; as a rule, active = well fitted curve in the direction sought with a large enough effect; inconclusive = small, poorly fitted or top-dose-only effect, or another doubt; inactive = no such curve, though single readings can be large; an effect the other way counts as inactive or inconclusive. Potency is the fitted concentration of half-maximal effect. Not all compounds are listed (hit frequency here may not be typical).
# Results follow in this order: BAZ2B inh	Pol beta inh	Pol eta inh	G9a inh	Pol iota inh	POLK inh	BLM helicase inh	Anesthetic bind	APEX1 inh
- COCc1nnc(NC(=O)c2cc(OC)c(OC)c(OC)c2)s1
  -2%	-21%	-7%	-26%[59 µM]	-11%	-13%	-1%	-17%	·
- COc1ccccc1-c1c(C)nn2c(-c3ccccc3)cc(C)nc12
  1%	2%	-5%	39%	?	-17%	-6%	-10%	-4%
- COc1ccc(N2CCN(C(CNC(=O)c3ccc4c(c3)OCO4)c3ccco3)CC2)cc1 (centres undefined)
  -14%	7%	-4%	3%	39%[activator]	-10%	-7%	-8%	8%
- CC1CC(C)CN(S(=O)(=O)N2CCCC(C(=O)NCCc3ccccc3)C2)C1 (centres undefined)
  1%	60%	3%	18%	29%	7%	-1%	-7%	19%
- CCCc1nnc2n1N=C(c1ccc([N+](=O)[O-])cc1)CS2
  -27%	6%	-15%	71µM*	89%[activator]	4%	0%	0%	8%
- CCC(=O)NC(c1ccc(N(C)C)cc1)c1c(O)ccc2ccccc12 (centres undefined)
  28µM*	?	-7%	10µM*	27%	-15%	-7%	-17%	1%
- COc1ccc(OC)c(S(=O)(=O)NCC(c2ccco2)S(=O)(=O)c2ccccc2)c1 (centres undefined)
  -3%&-14%	1%	-9%&-19%	-35%	11%&17%	-1%	-4%	-12%	18%
- CCOC(=O)Cn1c(-c2ccccc2)cc(SC)c(C#N)c1=O
  67%[activator]	1%	0%	61%[activator]	-10%	-13%	-9%	-14%	49%
- Cn1cccc1/C=C1\CCC/C(=C\c2cccn2C)C1=O
  22µM*	0%	-6%	?	-6%	-13%	-9%	?	-3%
- CCOc1ccc(CNc2ccc(N3CCOCC3)c(C(=O)O)c2)cc1
  9%	-6%	-19%	?	-4%	-4%	0%	-9%	-3%

# Taken from above.
# COCc1nnc(NC(=O)c2cc(OC)c(OC)c(OC)c2)s1 | Pol iota inh: -11%
# CCCc1nnc2n1N=C(c1ccc([N+](=O)[O-])cc1)CS2 | Pol beta inh: 6%

# Back to the main list with the 7 entries that preceded the break.
# Results follow in this order: BAZ2B inh	Pol beta inh	Pol eta inh	G9a inh	Pol iota inh	POLK inh	BLM helicase inh	Anesthetic bind	APEX1 inh
- CC1CC(C)CN(S(=O)(=O)N2CCCC(C(=O)NCCc3ccccc3)C2)C1 (centres undefined)
  1%	60%	3%	18%	29%	7%	-1%	-7%	19%
- CCCc1nnc2n1N=C(c1ccc([N+](=O)[O-])cc1)CS2
  -27%	6%	-15%	71µM*	89%[activator]	4%	0%	0%	8%
- CCC(=O)NC(c1ccc(N(C)C)cc1)c1c(O)ccc2ccccc12 (centres undefined)
  28µM*	?	-7%	10µM*	27%	-15%	-7%	-17%	1%
- COc1ccc(OC)c(S(=O)(=O)NCC(c2ccco2)S(=O)(=O)c2ccccc2)c1 (centres undefined)
  -3%&-14%	1%	-9%&-19%	-35%	11%&17%	-1%	-4%	-12%	18%
- CCOC(=O)Cn1c(-c2ccccc2)cc(SC)c(C#N)c1=O
  67%[activator]	1%	0%	61%[activator]	-10%	-13%	-9%	-14%	49%
- Cn1cccc1/C=C1\CCC/C(=C\c2cccn2C)C1=O
  22µM*	0%	-6%	?	-6%	-13%	-9%	?	-3%
- CCOc1ccc(CNc2ccc(N3CCOCC3)c(C(=O)O)c2)cc1
  9%	-6%	-19%	?	-4%	-4%	0%	-9%	-3%
- CCCCCC1=NN2C(=O)CC(=O)N=C2S1
  -23%	1%	-5%	-2%[12.7 µM]	-20%	-6%	0%	-2%	-10%
- COc1ccc(NC(=O)N2CC[C@@]3(CCCN(C(=O)c4ccco4)C3)C2)cc1
  ·	·	·	3%[12.7 µM]	·	-1%[60.1 µM]	0%	·	3%
- COc1ccc2cc(C(C)CO)ccc2c1 (centres undefined)
  ·	·	·	-10%[2.33 µM]	·	0%[19.4 µM]	3%	-4%	·
- O=C(CSc1ccc(-c2cccs2)nn1)N1CCCCCC1
  1%	45%	-15%	-11%[59 µM]	33%[activator]	-3%	3%	-16%	12%
- c1ccc(C2Nc3ccccc3-c3nc4ccccc4n32)nc1 (centres undefined)
  -3%	15%	0%	-8%[59 µM]	-5%	-9%	3%	0%	0%
- CCC(C)NC(=O)c1cc(CC(C)C)on1 (centres undefined)
  -9%	11%	-14%	3%	20%	3%	3%	-5%	1%
- COc1ccc(NC(=O)COC(=O)C2CC(=O)N(CCc3ccc(OC)c(OC)c3)C2)cc1Cl (centres undefined)
  10%	·	-11%	23%[12.7 µM]	-25%	9%	·	·	10%
- Brc1ccc(/C=N/N2CCN(C3c4ccccc4-c4ccccc43)CC2)s1
  -23%	-29%	-7%	?	0%	1%	-2%	-2%	4%
- COC/C=C/C1=CC2=CC(=O)C(C)(OC(=O)c3cnc4ccccc4n3)C(=O)C2=CN1CCCCO (centres undefined)
  -27%	17%	-5%	4%[59 µM]	?	-6%	-11%[12.4 µM]	1%	-4%[12.4 µM]
- CC(=O)Nc1ccc(S(=O)(=O)N2CCN3CCCC3C2)cc1 (centres undefined)
  -9%	1%	-11%	79µM*	4%	9%	1%	-3%	7%
- CCN1CCCc2cc(CN(CCN3CCOCC3)C(=S)Nc3ccccc3OC)ccc21
  40µM*	-16%	-8%	25µM*	-13%	-4%	-3%	-19%	-4%
- Cc1cc(C)nc(SCc2nnc(SCC(=O)Nc3c(C)cccc3C)o2)n1
  0%	0%	4%	-6%[59 µM]	-7%	-4%	4%	-11%	-2%
- CCOc1ccccc1NC(=O)C(CC(C)C)NC(=O)C1CCC(C)CC1 (centres undefined)
  -10%&-6%	16%&1%	-15%&-16%	-41%[59 µM]	?	-15%&2%	-2%&-6%	-9%&-14%	8%
- CCC(CC)N1CCN(CCc2ccccc2)C(CCO)C1 (centres undefined)
  -2%	9%	-12%	47%[12.7 µM]	38%[activator]	-1%	1%	-9%	-2%
- CCn1cc2nc(SCC(=O)Nc3ccc(OC)c(OC)c3)n(Cc3ccc(OC)cc3)c(=O)c2n1
  ?	-24%	-11%	?	15%	-12%	-10%	1%	29%
- CC(C)S(=O)(=O)C/C(N)=N/OS(=O)(=O)c1ccc(Cl)cc1
  -1%	49%	-1%	·	-1%	1%	-1%	-9%	2%
- CCn1c(=O)c(=O)[nH]c2cc(C(=O)NCC3CCCCC3)ccc21
  5%	50%	-6%	?	4%	-12%	-1%	-17%	-4%
- COc1cccc(NC(=O)CSCc2cc(=O)n3nc(C4CC4)sc3n2)c1
  -14%	-1%	0%	-8%	-5%	-20%	-2%	-4%	24%
- CCOC(=O)c1c(NC(=O)CSc2cn(CCNC(=O)c3ccccc3OC)c3ccccc23)sc2c1CCCC2
  -33%	-1%	?	1%[59 µM]	-11%	-3%	-9%	43%[activator]	·
- Cc1ccc(-c2nc(C)sc2CC(=O)NCc2ccco2)cc1
  ·	0%	-17%	?	11%	-20%	-2%	-14%	20%
- COC(=O)c1c(N)sc(C(=O)N2CCOCC2)c1C
  -6%	?	10%	0%[12.7 µM]	7%	-6%	-1%	3%	5%
- CCSc1nc2c(sc3nc(C)cc(C)c32)c(=O)[nH]1
  3%	-25%	·	?	·	·	1%	1%	-7%
- CCCn1c(NCc2ccccc2C)nc2ccccc21
  0%	-7%	-19%	10%[59 µM]	0%	-2%	0%	-8%	·
- CCC(C)N(C(=O)C(F)(F)F)C(C(=O)NC1CCCCC1)c1ccncc1 (centres undefined)
  0%	0%	-10%	?	16%	-8%	-1%	-10%	4%
- O=C(C[C@H]1C/C=C\C[C@@H](Cc2ccc(F)cc2)C(=O)O[C@@H](c2ccccc2)CNC1=O)N[C@@H](CO)Cc1ccccc1
  ·	·	-11%	·	9%	0%	·	·	16%
- CN(C)CCCN(C(=O)c1ccc(S(=O)(=O)N2CCCc3ccccc32)cc1)c1nc2ccc(F)cc2s1
  28µM*	13%	·	·	·	·	1%	-21%	-2%
- Cc1cc(C)n2nc(C(=O)NCc3ccccc3)nc2n1
  9%	1%	-10%	6%[12.7 µM]	-6%	-8%	0%	-4%	-3%
- CCOC(=O)C1=C(NC#N)OC(C)=C(C)C1c1ccc(O)cc1 (centres undefined)
  31%[activator]	-3%	-12%	-18%[59 µM]	18%	-8%	-2%	-2%	-3%
